Screens (PubChem BioAssay)
mouse EphA4 binding = EphA4 ligand-binding antagonists – biochemical, colorimetric, mouse EphA4, primary screen (AID 689). EphA4-AP binding to KYL peptide, pNPP A405; higher % means a stronger effect. 0.1% of 62,000 active. inhibition, % at 10 µM; hits with a dose series show IC50 in µM; in the data active means a potency from the dose series; inactive means the rest, 99 in 100 with inhibition below about 22%
The depositor's hits bear a star; & = joins results of further samples. These rows are one share of the data, so the mix of outcomes need not match the whole.

mol	mouse EphA4 binding
COc1ccc2c(C(=O)CN3CCC(C)CC3)c[nH]c2c1	-10%
C=CC[n+]1c(-c2ccc(OC)c(OC)c2)csc1NNC(=O)Nc1ccccc1	-5%
COc1ccc(OC(C)C(=O)Nc2ccc(C(=O)OC(C)C)cc2)cc1 (stereo not given)	-3%
CCOC(=O)c1c(CN2CCOCC2)n(C)c2cc(Br)c(O)cc12	-4%
COC(=O)c1c(NC(=O)CN2CCC(C(N)=O)CC2)c2c(C)cccc2n1C	-9%
Cc1cccc2[nH]c3c(N4CCC5(CC4)OCCO5)ncnc3c12	0%
Brc1ccc(-c2cnc(-c3cccs3)o2)cc1	3%
CCC(C)Nc1nc(OCC(F)(F)F)nc(OCC(F)(F)F)n1 (stereo not given)	-10%
Cc1ccc2c(c1)cc(CN(Cc1ccco1)C(=O)COc1ccccc1)c1nnnn12	-13%
CCCCCC1CC(/C(C)=N/NC(N)=O)OC1=O (stereo not given)	-14%
Cn1c(=O)oc2cc(S(=O)(=O)N3CCC(C(=O)NCc4cccs4)CC3)ccc21	-6%
Cc1ccc(C)c2[nH]c(=O)c(C(c3nnnn3Cc3ccco3)N3CCc4ccccc4C3)cc12 (stereo not given)	-6%
Cc1cc(=O)n2[nH]c(-c3cccs3)cc2n1	-4%
Cc1nc2[nH]c(=O)c3c(n2n1)NC1=C(C(=O)CC(C)(C)C1)C3c1ccc(F)cc1 (stereo not given)	-1%
CN(C)CCNC(=O)c1coc(=O)c(Br)c1	-4%
CCCOc1ccc(-c2nnc(NC(=O)Nc3ccc(Cl)cc3)s2)cc1	10%
CCN(C(=O)CSc1ccc2c(c1)OCCO2)C1CCS(=O)(=O)C1 (stereo not given)	-2%
CC(C)(C)OC(=O)N[C@H](Cc1ccccc1)C(=O)N1CCC(C(=O)O)CC1	-16%
O=C(CSc1nnc(Cn2cnc3ccccc32)o1)Nc1cccc2ccccc12	-8%
O=C(Cn1c(=O)oc2ccccc21)c1ccccc1	-14%
CN1CCN(S(=O)(=O)c2ccc(Br)s2)CC1	-8%
CC(=O)c1ccc(OC(=O)c2ccc(Br)o2)cc1	5%
COc1cccc(OC)c1C(=O)NNC(=O)c1cccc(COc2ccc3c(c2)CCC3)c1	3%
CC1=C(C)CC(C(=O)Nc2ccc(C(N)=O)cc2)C(C(=O)O)C1 (stereo not given)	4%
COc1ccc(NC(=O)c2ccccc2O)cc1Cl	9%
CCCCN(C(=O)NC(=O)Nc1ccccc1OCC)S(C)(=O)=O	-13%
CN1C2C=C(N(CCc3c[nH]c4ccccc34)C(=O)c3ccc(Cl)cc3)CC1CC2 (stereo not given)	-32%
CCOC(=O)C1=C(C)N=c2s/c(=C\c3cccs3)c(=O)n2C1c1ccc(SC)cc1 (stereo not given)	-6%
CCOC(=O)Nc1ccc(S(=O)(=O)N(C)C(C)C)cc1	-5%
COc1ccc(N2CCN(CCCNC(=O)c3cc4sccc4n3C)CC2)cc1	-20%

Rewritten field by field: entries from further up.
O=C(Cn1c(=O)oc2ccccc21)c1ccccc1
  mouse EphA4 binding: -14%
CN1CCN(S(=O)(=O)c2ccc(Br)s2)CC1
  mouse EphA4 binding: -8%
CC(=O)c1ccc(OC(=O)c2ccc(Br)o2)cc1
  mouse EphA4 binding: 5%
COc1cccc(OC)c1C(=O)NNC(=O)c1cccc(COc2ccc3c(c2)CCC3)c1
  mouse EphA4 binding: 3%

A second format for part of the listing above:
COc1ccc(N2CCN(CCCNC(=O)c3cc4sccc4n3C)CC2)cc1
  mouse EphA4 binding = -20%
Cc1cccc2[nH]c3c(N4CCC5(CC4)OCCO5)ncnc3c12
  mouse EphA4 binding = 0%

(next part)
mol	mouse EphA4 binding
COc1ccc(CNC(=O)CN(C(=O)CCC(=O)Nc2ccccn2)c2ccccc2OC)cc1	1%
Cn1c(=O)c2c(nc(SCCN3CCOCC3)n2Cc2ccc(F)cc2)n(C)c1=O	-5%
CCOc1ccc(Cn2nnc(C(=O)Nc3cc(OC)cc(OC)c3)c2N)cc1	-6%
CCN(CC)c1ccc(NC(=O)CSc2nnc(N)s2)cc1C	-11%
Cn1nc(-c2ccc(N3CCOCC3)c(NS(=O)(=O)c3ccc(Cl)cc3)c2)c2ccccc2c1=O	-3%
O=C(Nc1c2c(nn1-c1ccc(F)cc1)CS(=O)C2)C12CC3CC(CC(C3)C1)C2 (stereo not given)	-10%
C=C(C)C1Cc2c(C)nn(-c3nc(C)cc(C)n3)c2C1 (stereo not given)	-6%
C/C(=N\NC(=O)C(C)Sc1ccccc1)C(C)(C)C (stereo not given)	-9%
O=C(c1ccco1)N1C2C=CC(C2)C1(C(F)(F)F)C(F)(F)F (stereo not given)	-2%
COCc1cc(=O)[nH]c(/N=C(\N)Nc2cccc(C)c2)n1	6%
CCCN1C/C(=C/c2cccc([N+](=O)[O-])c2)C(=O)/C(=C/c2cccc([N+](=O)[O-])c2)C1	-1%
O=C(Nc1ccc(Cl)cc1)c1cc(S(=O)(=O)N2CCOCC2)cs1	0%
C/C(=N\NC(=O)c1ccc(F)cc1)c1cccc(NC(=O)c2ccco2)c1	3%
CCCCNC(=O)NC1C(NC(=O)NCCCC)N(C)C(=O)N1C (stereo not given)	-12%
CC1CCCC(C)N1C(=O)CSc1nnc(COc2ccccc2)n1-c1ccccc1 (stereo not given)	-9%
Cc1ccc(NC(=O)c2cnn(-c3ccccc3)c2NC(=O)c2ccco2)cc1	-6%
CCOC(=O)c1cnc(SC)nc1Oc1cccc(NS(=O)(=O)c2ccc(C)cc2)c1	1%
Cc1ccc(S(=O)(=O)N=Nc2c(O)[nH]c3ccc(Br)cc23)cc1C	17%
COc1cccc(CN2CCSCC2)c1	-9%
CCOc1ccc(CN2CCN(C(=O)CC(C)C)CC2)cc1	-4%
CS(=O)(=O)N(Cc1ccccc1)c1ccc(C(=O)N2CCc3ccccc3C2)cc1	-12%
CN1CCN(C(=O)c2cc(Cl)ccc2Cl)CC1	-25%
C=CCNC(=O)c1cc2c(C(F)(F)F)nn(C)c2s1	12%
O=C(c1ccc2c(c1)OCO2)N(Cc1ccco1)C1(C(=O)NC2CCCCC2)CCCCC1	4%
CSc1nsc(SC)c1NC(=O)OCC1([N+](=O)[O-])COC(C)(C)OC1	14%
O=C(Nc1ccccc1N1CCCCC1)c1ccc2nccnc2c1	-11%
O=C(NCc1ccncc1)/C(=N/O)c1ccccc1	-12%
CCc1nnc(NC(=O)CCN2C(=O)c3ccccc3C2=O)s1	15%
C=CCC1c2cccc(C(=O)OC)c2C(=O)N1c1ccccc1 (stereo not given)	-9%
CC(=O)C(N=Nc1ccccc1)(Sc1nnc(-c2ccccc2)n1-c1ccccc1)C(=O)Nc1ccccc1 (stereo not given)	1%
CNC(=O)OCc1cccc(COC(=O)NC)n1	-8%
COc1ccccc1NC(=O)C1C2C=CC(O2)C1C(=O)O (stereo not given)	2%
Cc1cccc(/N=C/c2c(O)[nH]c3ccccc23)n1	8%
Cc1c([N+](=O)[O-])c(C(=O)N2CCCC2)nn1C	-4%
CCOC(=O)c1c(-c2ccc(Cl)cc2)cn2ccccc12	3%
CCc1cc2c(=O)c(-c3cnn(-c4ccccc4)c3)c(C)oc2c(CN2CCCCC2)c1O	0%
CCn1c2ccccc2c2nnc(SCC(=O)Nc3c(C)n(C)n(-c4ccccc4)c3=O)nc21	-10%
COc1ccc(-c2noc(CSc3ccccc3)n2)cc1OC	14%
CCCCSC1=C(C#N)C(c2ccccc2C)C(C(=O)OCC)C(=O)N1 (stereo not given)	13%
O=C(N/N=C/c1c[nH]c2ccc(Br)cc12)c1ccn(Cc2ccc(Cl)cc2Cl)n1	-17%
CC(C)CSc1ncc(-c2cccc(C(F)(F)F)c2)cn1	-2%
COC(=O)c1ccc(-n2nnnc2SCC(=O)Nc2ccccc2OC)cc1	-6%
O=C(O)CN1C(=O)CC(Cc2ccccc2)C1=O (stereo not given)	-10%
Cc1cc(Cl)ccc1NC(=S)Nc1cccnc1	-17%
CC(C)CC[n+]1ccn(-c2nc3ccccc3nc2[N-]S(=O)(=O)c2ccccc2)c1	5%
COc1ccc(C2=Nn3c(nnc3-c3ccccc3)SC2)cc1OC	-8%
Cc1cccc(C(=O)N2CCN(c3ccc([N+](=O)[O-])c(NCc4ccco4)c3)CC2)c1	-6%
CCC(CO)Nc1ncnc2c1cnn2-c1ccc(OC)cc1 (stereo not given)	-8%
O=C(O)c1cccc(NC(=O)c2ccccc2NC(=O)c2cccs2)c1	6%
CC[n+]1c(/C=C(\C)SC)sc2ccccc21	-7%
COc1cc(OC)nc(Oc2ccccc2C(=O)Oc2ccccc2Cl)n1	-6%
CCC1Oc2ccc(Cl)cc2N(CC(=O)O)C1=O (stereo not given)	-12%
Cc1ccc(S(=O)(=O)N2CCN(S(C)(=O)=O)C2c2ccccc2)cc1 (stereo not given)	13%
COc1ccc(N2C(=O)c3ccc4c5c(ccc(c35)C2=O)CC4)c(OC)c1	-11%
Cc1ccc(C(=O)NNC2=NCCC2)cc1	-9%
CSc1nnc(-c2cc3ccccc3cc2O)n1C	1%
CCS(=O)(=O)N1CCN(C(=O)c2cccs2)CC1	-2%
O=C(NCCCN1CCN(C2CCCCC2)CC1)Nc1ccccc1C(F)(F)F	0%
CCN(CC)CCNC(=O)c1c(O)c2c([nH]c1=O)CCCC2	-15%
CCC1(C(=O)OC)NC(c2ccco2)C2C(=O)N(c3ccc(C)cc3)C(=O)C21 (stereo not given)	-2%

Molecules listed so far with a tert-butyl group, in the order listed:
mol	mouse EphA4 binding
CC(C)(C)OC(=O)N[C@H](Cc1ccccc1)C(=O)N1CCC(C(=O)O)CC1	-16%
C/C(=N\NC(=O)C(C)Sc1ccccc1)C(C)(C)C (stereo not given)	-9%

Going on with the list:
| SMILES | mouse EphA4 binding |
| --- | --- |
| O=C(CSc1nnc(COc2ccc(Cl)cc2)o1)N1c2ccccc2CCc2ccccc21 | -4% |
| C=CCSC1=N/C(=C\c2ccsc2)C(=O)S1 | -3% |
| O=C(CSc1ccccc1)Nc1cccc([N+](=O)[O-])c1 | 2% |
| O=C(CSc1nc2ccc([N+](=O)[O-])cc2[nH]1)NC1CCCCC1 | -18% |
| CCOC(=O)CSC1=C(C#N)C(c2ccc(F)cc2)C(C(C)=O)=C(C)N1 (stereo not given) | 4% |
| Brc1ccc2c(c1)C(c1cccs1)=NNC(c1cccnc1)=N2 | -3% |
| COc1ccc(OC)c(S(=O)(=O)NCc2ccco2)c1 | 0% |
| COc1ccc(S(=O)(=O)N2CCN(C(=O)c3cccs3)CC2)cc1 | -18%&5% |
| Cc1cc(C)n(C(=O)Cc2cn3ccsc3n2)n1 | -5% |
| COC(=O)c1ccc(Cl)c(NC(=O)c2ccc(-c3ccccc3)cc2)c1 | -5% |
| Cc1c(NC(=S)NC(=O)Cc2ccccc2)cccc1C(=O)O | -14% |
| Cc1cc(Br)ccc1SCC(=O)OCC(=O)N1CCN(C(=O)c2ccco2)CC1 | 20% |
| COCCCN1C(=O)C(=O)/C(=C(/O)c2ccc(OC)cc2C)C1c1cccnc1 (stereo not given) | -3% |
| COc1ccc(C(=O)CSc2nnc(-c3cccc(Br)c3)o2)cc1 | 0% |
| COc1ccc(N2C(=O)/C(=C/c3ccc(-c4ccccc4[N+](=O)[O-])o3)SC2=S)cc1 | 29% |
| CCOC(=O)C1CCCN(Cc2sccc2C)C1 (stereo not given) | 8% |
| COCc1[nH]nc2c1C1(CCC3(CC1)OCCO3)C(C#N)=C(N)O2 | -8% |
| CCn1c(SCC(=O)O)nnc1-c1cc2c(C)nn(-c3ccccc3)c2s1 | 8% |
| Cn1cnnc1SCC(=O)Nc1ccc2nc(SCc3cccc4ccccc34)sc2c1 | 6% |
| Cc1cccc(N2CCN(C(=O)c3cn(C)c(=O)c4c3c3ccccc3n4C)CC2)c1C | -2% |
| COc1ccc(N2C(=O)C=C(Nc3ccccc3)C2=O)cc1 | -12% |
| COc1cc2nc(SCc3ccc(Cl)cc3Cl)n(Cc3cccs3)c(=N)c2cc1OC | -6% |
| COc1ccc(C(=O)OC(C(=O)c2ccccc2)c2ccccc2)cc1 (stereo not given) | -3% |
| CCOC(=O)C1CCN(S(=O)(=O)c2cccc(-c3cn4ccccc4n3)c2)CC1 | -3% |
| Cc1cccc(NC(=O)CSCc2c(C)noc2C)c1C | -11% |
| O=C(Oc1ccc(Br)cc1C(=S)N1CCOCC1)c1ccc([N+](=O)[O-])cc1 | -9% |
| COc1ccc(-c2nn(-c3ccccc3)cc2/C=N/NS(=O)(=O)c2ccccc2)cc1 | -5% |
| Cc1noc(C)c1S(=O)(=O)N1CCC(C(=O)N2CCN(C3CCCC3)CC2)CC1 | -11% |
| COC(=O)c1nn(-c2ccccc2)c(Sc2ccc(OC)cc2)c1/C=N/O | -6% |
| COc1ccc(CNC(=O)CSc2nnc(C)s2)cc1 | -9% |
| Cc1cc(C)cc(N(C(C)C(=O)NCCC2=CCCCC2)S(C)(=O)=O)c1 (stereo not given) | 3% |
| Cc1cccc2cc(CN(Cc3ccc(F)cc3)C(=O)N(C)C)c3nnnn3c12 | -3% |
| CC(=O)Nc1ccc(OCC(O)Cn2c3ccccc3c3ccccc32)c(C)c1 (stereo not given) | -5% |
| Cc1nnc(NC(=O)c2cc(-c3ccc(Cl)cc3)nc3ccccc23)s1 | 4% |
| C=CCOCC(O)CS(=O)(=O)Cc1ccc(Cl)cc1 (stereo not given) | -18% |
| COc1ccc(C)cc1C(=O)CCC(=O)O | -5% |
| CCOC(=O)NC(=O)CSc1nc(C)cc(C)c1C#N | -7% |
| CCN(Cc1ccccc1)C(=O)C1CCC(CNc2c(N3CCOCC3)c(=O)c2=O)CC1 (stereo not given) | 0% |
| Cc1ccc(SCc2cc(=O)n(-c3nc4ccccc4s3)[nH]2)cc1 | -9% |
| COc1ccc(S(=O)(=O)N(C)CC(=O)NCCC2=CCCCC2)cc1 | -5% |
| O=C(Cn1nc(-c2ccccc2)c2ccccc2c1=O)Nc1ccc2c(c1)nc1n2CCOC1 | -20% |
| CCCNS(=O)(=O)c1cccc(C(=O)NC2CCCc3ccccc32)c1 (stereo not given) | -16% |
